# Compound activity (PubChem BioAssay)
# ALOX12 inh = inhibitors of human 12S-lipoxygenase ALOX12; 580,000 compounds, 1.1% hits; AID 1671190; P18054; purified 12hLO, xylenol orange hydroperoxide absorbance; Potency, µM (top dose mostly 108 µM), without a hit: at the highest dose activity change, negative = inhibition, most hits filed as inhibitors; further: potency means the concentration at half of the fitted maximal effect; on the % scale 0 is the no-effect control and ±100 the full control effect
#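 Hydroperoxide product was detected by ferrous iron/xylenol orange as the 573 to 405 nm absorbance ratio. Arachidonic acid at 40 uM (final) was turned over for 30 min at room temperature by 150 nM human 12hLO, pH 7.0 Hepes buffer, after 15 min compound preincubation.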
# Apoferritin bind = binds horse apoferritin like a general anesthetic. P02791. apoferritin/1-aminoanthracene competitive binding, fluorescence. Potency, µM (highest dose often 77.5 µM), for the others: top-dose activity change, negative = displacement, most hits filed as inhibitors. 350,000 compounds, 0.074% hits; further: potency means the concentration at half of the fitted maximal effect; on the % scale 0 is the no-effect control and ±100 the full control effect; nearly all actives have a fitted effect of over 20% in size
# Target sequence (P02791 2-175 limits assumed): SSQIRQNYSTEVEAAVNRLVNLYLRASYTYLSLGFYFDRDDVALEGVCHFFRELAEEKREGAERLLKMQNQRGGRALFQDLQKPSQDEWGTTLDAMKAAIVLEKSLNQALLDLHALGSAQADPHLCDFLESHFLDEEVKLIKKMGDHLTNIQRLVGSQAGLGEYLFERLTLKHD
#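 10 uM apoferritin + 50% sat. 1-AMA, PBS; cpd 10 min RT; Ex380/Em535 endpoint; normalized to free probe vs complex; 4-param Hill fit; propofol titration as pos. ctrl.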
# Pol kappa inh = blocks human DNA polymerase kappa activity; Potency, µM (doses to about 107 µM), inactives show at the top dose activity, negative = inhibition, usual class: inhibitors; purified Pol kappa, fluorescent DNA synthesis assay, 10 min; 400,000 compounds, 0.53% hits; Q9UBT6; further: potency means the concentration at half of the fitted maximal effect; on the % scale 0 is the no-effect control and ±100 the full control effect
# Target sequence (Q9UBT6 whole entry, looked up): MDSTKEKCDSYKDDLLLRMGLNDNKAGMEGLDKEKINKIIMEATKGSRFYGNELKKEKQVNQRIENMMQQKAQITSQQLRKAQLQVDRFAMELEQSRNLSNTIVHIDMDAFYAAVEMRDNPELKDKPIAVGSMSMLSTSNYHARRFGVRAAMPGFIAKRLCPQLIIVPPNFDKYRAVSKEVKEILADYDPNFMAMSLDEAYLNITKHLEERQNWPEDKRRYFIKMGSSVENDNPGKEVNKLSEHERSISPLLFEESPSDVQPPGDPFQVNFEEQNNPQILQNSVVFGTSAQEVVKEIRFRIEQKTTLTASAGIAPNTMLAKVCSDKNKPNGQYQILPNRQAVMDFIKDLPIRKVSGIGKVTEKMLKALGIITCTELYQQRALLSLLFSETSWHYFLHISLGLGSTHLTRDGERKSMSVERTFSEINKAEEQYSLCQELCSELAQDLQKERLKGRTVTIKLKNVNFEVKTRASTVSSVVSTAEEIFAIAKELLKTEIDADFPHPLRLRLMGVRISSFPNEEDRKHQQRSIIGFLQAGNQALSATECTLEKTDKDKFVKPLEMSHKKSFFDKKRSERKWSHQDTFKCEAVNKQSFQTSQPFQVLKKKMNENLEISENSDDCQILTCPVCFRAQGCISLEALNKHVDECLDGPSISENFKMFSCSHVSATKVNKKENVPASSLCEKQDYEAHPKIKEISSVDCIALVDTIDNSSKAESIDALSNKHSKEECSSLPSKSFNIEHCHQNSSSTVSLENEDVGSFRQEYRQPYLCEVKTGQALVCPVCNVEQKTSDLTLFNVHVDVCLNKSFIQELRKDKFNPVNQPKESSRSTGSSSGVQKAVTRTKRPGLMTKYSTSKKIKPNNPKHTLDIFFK
#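 Activity was followed as the change in fluorescence between reads at 0 and 10 min after starting the reaction with 50 nM substrate. Beforehand, 10 nM polymerase had been preincubated with compound for 15 min at room temperature.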
# POLB inh = DNA polymerase beta (human) inhibition; Pol beta primer extension/strand displacement, fluorescence kinetic; Potency, µM (doses to about 114 µM), without a hit: at the top dose activity change, negative = inhibition, actives largely listed as inhibitors; 340,000 compounds, 1.3% hits; AID 485314; further: potency means the concentration at half of the fitted maximal effect; on the % scale 0 is the no-effect control and ±100 the full control effect
#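 Homogeneous kinetic assay of primer extension and strand displacement by 10 nM Pol beta, preincubated 15 min at room temperature with compound before 50 nM substrate (final) was added. Read at 0 and 10 min; four-parameter Hill fit.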
# BLM inh = blocks DNA unwinding by human BLM helicase; P54132; recombinant BLM DNA unwinding, fluorescence dequenching; Potency, µM (series often up to 56.1 µM), for the others: at the top dose activity change, negative = inhibition, usual class: inhibitors; 350,000 compounds, 0.2% hits; AID 2528;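 further: potency means the concentration at half of the fitted maximal effect; plate controls were vehicle for no effect and no enzyme for full effect; nearly all actives have a fitted effect of over 35% in size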
# APEX1 inh = APE1 (human) endonuclease inhibition. 350,000 compounds, 0.35% hits. recombinant APE1, TAMRA/BHQ-2 abasic DNA cleavage fluorescence. P27695. Potency, µM (series often up to 65.8 µM), for inactives: at the top dose activity change, negative = inhibition, actives largely listed as inhibitors;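 further: potency means the concentration at half of the fitted maximal effect; plate controls were vehicle for no effect and reference inhibitor for full effect; nearly all actives have a fitted effect of over 55% in size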
#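 APE1 at 0.75 nM preincubated 15 min at room temperature with compound. Reaction then started with 50 nM double-stranded THF-abasic substrate labelled with TAMRA/BHQ-2, and 525/598 nm fluorescence read kinetically. Activity taken as third-minus-first read difference, normalized to DMSO and NSC13755 controls.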
# ERG Ets-DNA blk = inhibitors of human ERG Ets domain-DNA interaction | P11308 | fluorescence polarization, His-ERG Ets domain / labelled DNA | Potency, µM (highest dose often 76.9 µM), for inactives: at the top dose FP activity, negative = inhibition, hits mostly inhibitors | 370,000 compounds, 0.028% hits | AID 624246; active means well fitted inhibition curve with a large enough effect in the polarisation, with a control signal flat; inconclusive means small, poorly fitted or top-dose-only effect, or effect the other way, or a change in a side signal; inactive means no such curve, though single readings can be large or run the other way; the % refers to the polarisation;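 further: polarization taken with two DNA probes labelled with fluorescein and Texas red; potency means the concentration at half of the fitted maximal effect; % of control where 0% means no effect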
#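 His-tagged ERG Ets domain (1 uM in the protein solution; 300mM KCl, 50mM Tris-HCl, 1mM EDTA, 1mM DTT, pH 7.5) received compound, then a probe mix of 5 nM fluorescein-DNA and 100nM Texas-615-DNA. Fluorescence polarization was read for both dyes.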
# TRHR agonist = agonists of human TRH receptor. 360,000 compounds, 0.18% hits. TRHR cells, calcium flux fluo-8, FDSS agonist mode. activation, % at 2 µM. P34981; in the data active means activation above about 30%; further: 0% is about no effect
#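 Read-out: compound-evoked intracellular calcium rise in TRHR cells, fluo-8 dye, kinetic FDSS fluorescence at 1 s/cycle following a 10-cycle baseline. Cells cultured overnight before dye loading (30 min–1.5 h, RT).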
# Pol iota inh = blocks human DNA polymerase iota activity; Q9UNA4; Pol iota fluorescent replication assay, 10 min; Potency, µM (series often up to 115 µM), without a hit: top-dose activity, negative = inhibition, actives largely listed as inhibitors; 390,000 compounds, 1% hits; further: potency means the concentration at half of the fitted maximal effect
#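 Pol iota at 10 nM preincubated 15 min with compounds at room temperature; reaction started with fluorescent substrate, 50 nM final. Fluorescence read kinetically at 0 and 10 min; buffer-only wells as negative control.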
# * = called active by the depositor; i = inactive; u = inconclusive; x = no result given; [ ] = remark or other dose. Unless noted, the call rests on the fitted dose curve; in most records, active means well fitted curve in the direction sought with a large enough effect; inconclusive means small, poorly fitted or top-dose-only effect, or another doubt; inactive means no such curve, though single readings can be large; an effect the other way counts as inactive or inconclusive. This is a subset, so the mix of outcomes need not match the whole.
Molecule	ALOX12 inh	Apoferritin bind	Pol kappa inh	POLB inh	BLM inh	APEX1 inh	ERG Ets-DNA blk	TRHR agonist	Pol iota inh
Cc1ccc(CN(CC(=O)NCC2CCCO2)S(=O)(=O)c2ccc(C)cc2)cc1 (stereo not drawn)	-7%	-8%	-2%	32%	-2%	17%	7%	0.9	11%
COc1ccc(S(=O)(=O)NCc2cccnc2)cc1C(=O)N1CCCCC1	-10%	-4%	1%	97%	-1%	9%	-2%	1.8	122%[activator]
COC(=O)c1scc(C)c1NC(=O)CC1NCCNC1=O (stereo not drawn)	16%	1%	-8%	0%	-3%	0%	11%	0.2	31%
CC(=O)/C(=N\Nc1ccc(C)cc1)Sc1nncn1C	-5%	-18%	5%	12%	4%	2%	-4%	-0.2	27%
Fc1ccc(Nc2nc(N3CCOCC3)nc(N3CCOCC3)n2)cc1	-14%	-2%	-5%	0%	0%	24%	3%	-0.9	-15%
Cc1cnc(NC(=O)c2cccc(S(=O)(=O)N3CC(C)OC(C)C3)c2)s1 (stereo not drawn)	-9%	u	-11%	-1%	-1%	11%	-2%	-1.0	-3%
COC(=O)C1=C(C)NC(=O)/C1=C\N(C)C	4%	4%	-9%	u	-11%	7%	-12%	1.1	24%
CCOc1ccc(-n2c(=O)c3c4c(sc3n(CC(=O)NC(C)CC)c2=O)CCC4)cc1 (stereo not drawn)	-12%	3%	13%	0%	-1%	x	4%	-1.5	10%

# Sorted by formula weight (rising): part of the list above.
Molecule	ALOX12 inh	Apoferritin bind	Pol kappa inh	POLB inh	BLM inh	APEX1 inh	ERG Ets-DNA blk	TRHR agonist	Pol iota inh
COC(=O)c1scc(C)c1NC(=O)CC1NCCNC1=O (stereo not drawn)	16%	1%	-8%	0%	-3%	0%	11%	0.2	31%
Cc1cnc(NC(=O)c2cccc(S(=O)(=O)N3CC(C)OC(C)C3)c2)s1 (stereo not drawn)	-9%	u	-11%	-1%	-1%	11%	-2%	-1.0	-3%
Cc1ccc(CN(CC(=O)NCC2CCCO2)S(=O)(=O)c2ccc(C)cc2)cc1 (stereo not drawn)	-7%	-8%	-2%	32%	-2%	17%	7%	0.9	11%

# Record cards, as listed above:
# `CC(=O)/C(=N\Nc1ccc(C)cc1)Sc1nncn1C` reads ALOX12 inh: -5%; Apoferritin bind: -18%; Pol kappa inh: 5%; POLB inh: 12%; BLM inh: 4%; APEX1 inh: 2%; ERG Ets-DNA blk: -4%; TRHR agonist: -0.2; Pol iota inh: 27%
# `Cc1ccc(CN(CC(=O)NCC2CCCO2)S(=O)(=O)c2ccc(C)cc2)cc1` (stereo not drawn) reads ALOX12 inh: -7%; Apoferritin bind: -8%; Pol kappa inh: -2%; POLB inh: 32%; BLM inh: -2%; APEX1 inh: 17%; ERG Ets-DNA blk: 7%; TRHR agonist: 0.9; Pol iota inh: 11%
# `CCOc1ccc(-n2c(=O)c3c4c(sc3n(CC(=O)NC(C)CC)c2=O)CCC4)cc1` (stereo not drawn) reads ALOX12 inh: -12%; Apoferritin bind: 3%; Pol kappa inh: 13%; POLB inh: 0%; BLM inh: -1%; APEX1 inh: x; ERG Ets-DNA blk: 4%; TRHR agonist: -1.5; Pol iota inh: 10%

# (continued)
Molecule	ALOX12 inh	Apoferritin bind	Pol kappa inh	POLB inh	BLM inh	APEX1 inh	ERG Ets-DNA blk	TRHR agonist	Pol iota inh
CC(=O)N1c2ccccc2C(C)CC12CCCCC2 (stereo not drawn)	41%[activator]	-5%	-10%	-15%	3%	23%	-3%	0.9	u
Cc1cccc(NC(=O)c2ccc(COc3ccc4ccccc4c3)o2)n1	-16%	-15%	-3%[60.1 µM]	1%	-13%	3%	-1%	0.3	-10%
Cc1ccc(C)c(OCC(=O)Nc2ccc(N3CCOCC3)cc2N2CCOCC2)c1	223%[activator]	x	-11%	x	x	-3%	3%	0.0	3%
CN(CC(=O)Nc1ccccc1Cl)C(=O)COC(=O)c1cc(S(=O)(=O)N(C)C)ccc1N1CCCC1	-17%	x	-5%	x	x	24%	-7%	-0.7	2%
Cc1ccc2c(c1)cc(CN(C(=O)N1CCOCC1)C1CCCC1)c1nnnn12	0%	-3%	2%	9%	-2%	8%	8%	1.0	53%[activator]
COc1ccc(C(=O)NC(=S)Nc2cc(C)ccn2)cc1[N+](=O)[O-]	-6%	-5%	1%	4%	1%	3%	-4%	0.2	-1%
CS(=O)(=O)Nc1cccc(-c2nc(Nc3ccncc3)c3ccccc3n2)c1	-27%	x	14%[60.1 µM]	x	37%[activator]	-2%	x	x	x
Cc1cc(=O)c2n(Cc3ccccc3Cl)nc[n+]2[nH]1	0%	-16%	-2%	5%	3%	26%	-6%	-0.1	i
O=[N+]([O-])c1cc(N=Nc2ccc3ccccc3c2)ccc1O	99%[activator]	-15%	-8%	13%	-8%	10%	2%	-0.3	-4%
CCC(C(=O)NCc1cccnc1)n1nc(C)n2c(cc3occc32)c1=O (stereo not drawn)	-5%	-10%	5%	39%	-1%	42%	-8%	0.2	19%
O=C(Nc1ccc(Cl)cc1)Nc1cccc2nsnc12	138%[activator]	49%[activator]	-4%	6%	-4%	-4%	-8%	1.7	11%
Cc1ccccc1SCc1noc(C(=O)NCC2CCCO2)c1C(=O)O (stereo not drawn)	-29%	-4%	-1%	22%	-3%	16%	2%	-0.3	-11%
CCCCCCCn1ccc(O)c(CC(=O)OC)c1=O	0%	-4%	-3%	13%	2%	-3%	-2%	0.5	-11%
O=S(=O)(Nc1nc2ccccc2nc1N1CCN(c2ccccc2)CC1)c1ccc(F)cc1	-29%	-14%	-24%	-29%	-2%	0%	x	0.7	26%
COC(=O)c1ccc(C(=O)OC)c(N)c1	x	594%[activator]	x	24%	2%	-3%	x	-0.5	x
COc1ccc(N2CCN(C(CNC(=O)C(=O)NCc3cccs3)c3ccco3)CC2)cc1 (stereo not drawn)	3%	2%	0%	-3%	-4%	-3%	-12%	-0.4	18%

# New compounds follow:
Structure	ALOX12 inh	Apoferritin bind	Pol kappa inh	POLB inh	BLM inh	APEX1 inh	ERG Ets-DNA blk	TRHR agonist	Pol iota inh
COc1ccc(C2CC(c3ccc(C)cc3)=NN2C(=O)CCC(=O)O)cc1OC (stereo not drawn)	5%	4%	x	-7%	2%	-5%	x	-0.4	x
CC(C)CNC(=O)c1cc(S(=O)(=O)N2CCOCC2)ccc1N1CCCC1	i	-2%	-9%	13%	-1%	-10%	3%	0.0	15%
COc1ccc(C(CNC(=O)c2ccc(NS(=O)(=O)c3ccc4c(c3)OCCO4)cc2)N(C)C)cc1 (stereo not drawn)	-15%	x	-7%	x	x	38%	-13%	0.2	18%
COc1cc(OC)cc(C(=O)NC2CCCCCCC2)c1	0%	2%	-2%	-1%	-3%	-2%	-4%	-0.6	116%[activator]
COc1ccc(CCNC(=O)CSc2nc3c(c(=O)n(C)c(=O)n3C)n2C(C)C)cc1OC	2%	-7%	15%	19%	-2%	-8%	-5%	-0.2	12%
c1cc2nnnn2nc1N1CCCCCC1	2%	5%	-6%	10%	-13%	17%	-6%	0.9	9%
O=C(CSC1=NCCS1)NC(NC(=O)CSC1=NCCS1)c1ccccc1	6%	-6%	-2%	16%	-2%	14%	u	-0.4	44%[activator]
O=C(/C=C/c1ccc2c(c1)OCO2)c1ccccn1	u	4%	-1%	14%	-12%	u	24%	0.3	31%[activator]
CCn1c(=O)c(C(=O)Nc2nc3ccccc3[nH]2)c(O)c2ccccc21	0%	-12%	7%	106%	-3%	2%	5%	-0.2	81%[activator]
Cc1ccc(-c2nc(-c3ccccn3)no2)cc1Cl	7%	u	-6%	16%	-4%	-2%	-2%	0.1	62%[activator]
O=C(c1cccs1)N(Cc1cc2ccccc2[nH]c1=O)c1ccccc1	1%	-6%	-12%	0%	-4%	4%	x	-0.7	u
CC(Cc1ccco1)NC(=O)c1cccc(S(=O)(=O)N(C)C)c1 (stereo not drawn)	10%	-3%	5%	20%	0%	-8%	15%	0.3	-13%
CCOc1ccc(NC(=S)NNC(=O)c2ccc(Br)cc2)cc1	u	u	-10%	4%	-4%	3%	-1%	-0.5	31%[activator]
CCOCCCNC(=O)C1CCN(Cc2cccc(OCc3ccccc3)c2)CC1	u	-16%	-5%	-11%	1%	39%	-1%	0.3	114%[activator]
COc1ccc(N(CC(=O)Nc2c(C)cccc2C)S(=O)(=O)c2ccccc2[N+](=O)[O-])c(OC)c1	u	u	-10%	-1%	-6%	4%	2%	0.2	51%[activator]
Cc1ccc(N2C(=O)CCSC23C(=O)N(Cc2ccccc2)c2ccccc23)cc1F (stereo not drawn)	-13%	-7%	-16%	2%	-7%	x	0%	-0.9	-11%
CCn1cc(C(=O)N[C@@H](CCSC)C(=O)NCCCn2ccnc2)c(=O)c2cc3c(cc21)OCO3	8%	-7%	7%	25%	3%	5%	7%	-0.4	-13%
COc1ccc(-n2nc(C(=O)NCC(=O)N3CCN(c4ccccc4F)CC3)c3ccccc3c2=O)cc1OC	-22%	-16%	-3%	35%	-6%	0%	7%	0.1	63%[activator]
